Hck Nef HTS = inhibitors of human Hck kinase activated by Nef; P08631; Recombinant Hck-YEEI plus Nef, Z-Lyte FRET kinase assay; inhibition, % at 20 µM; 220,000 tested, 0.68% active;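 active = Hck-Nef kinase inhibition above about 50%, limit read from the data; inactive = inhibition below that limit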;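 also: 0% = DMSO with Hck plus Nef and 100% = Hck alone without Nef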
Rad51 HR inh = blocks human Rad51 in homologous recombination | Q06609 | AID 1385 | inhibition, % at 10 µM | hRad51 DNA strand exchange, fluorescence dequenching | 200,000 tested, 0.085% active;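 active = inhibition above 40% at the single screening dose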;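 also: 0% = DMSO control wells and 100% = blanks with heterologous ssDNA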
Target sequence (Q06609 whole entry, looked up): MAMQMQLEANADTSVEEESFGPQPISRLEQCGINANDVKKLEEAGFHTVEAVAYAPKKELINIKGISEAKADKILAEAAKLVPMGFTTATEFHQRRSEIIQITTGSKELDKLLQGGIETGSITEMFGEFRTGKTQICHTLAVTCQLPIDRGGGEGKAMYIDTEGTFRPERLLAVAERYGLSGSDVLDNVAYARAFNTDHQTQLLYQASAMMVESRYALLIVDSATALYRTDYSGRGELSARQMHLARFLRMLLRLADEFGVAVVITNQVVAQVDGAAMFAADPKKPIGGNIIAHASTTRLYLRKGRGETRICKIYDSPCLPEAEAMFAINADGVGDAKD
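Assay system: Human Rad51 nucleoprotein filaments preassembled on unlabelled ssDNA | Reagent: Donor/quencher-labelled 47-bp dsDNA substrate | Doses: One concentration, 10 µM final | Times: 37 °C 15-min filament assembly, 30-min compound preincubation, 15-min exchange | Technique: Fluorescein emission 520 nm, excitation 485 nm | Benchmarks: Plate control and blank wells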
TNF necrop inh = inhibitors of TNF-alpha induced necroptosis in Jurkat FADD-/- cells; Jurkat FADD-/- TNF necroptosis rescue, ATP luminescence, 24 h; 0 = TNF only, 100 = no-TNF cells; activation (protection from cell death), % at 10 µM; 220,000 tested, 0.068% active;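 active = activation, meaning protection from cell death, of at least 50% relative to plate controls; inactive = activation below 50%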;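 also: necroptosis triggered by 40 ng/mL TNF-alpha added together with compound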
zVAD death inh = blocks zVAD induced death of L929 cells; L929 zVAD necroptosis rescue, ATP luminescence, 24 h; with zVAD 60 µM; viability rescue, % at 10 µM; 220,000 tested, 0.38% active;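 active = activation, scaled between plate controls, above about 75%, limit read from the data; inactive = activation under that limit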;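 also: 0% = zVAD with DMSO and 100% = DMSO alone without zVAD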
FXIIa inh = factor XIIa (human) inhibition | P00748 | purified FXIIa, Boc-QGR-AMC fluorogenic substrate, 2 h | inhibition, % at 5 µM | 220,000 tested, 0.3% active | AID 800; in the data active = inhibition above about 40%;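 also: 0% = enzyme with no compound and 100% = blank without enzyme; many of its hits are not listed in these tables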
FXIa inh = inhibitors of human coagulation factor XIa | 220,000 tested, 0.14% active | P03951 | purified FXIa, Boc-Glu-Ala-Arg-AMC fluorogenic substrate | inhibition, % at 5 µM | AID 798;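 active = inhibition of at least 40%; inactive = inhibition below 40%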;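 also: fluorescence of freed AMC excited at 355 nm; 0% = enzyme without compound and 100% = no enzyme blank; many of its hits are not listed in these tables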
Target sequence (P03951 19-387 limits assumed): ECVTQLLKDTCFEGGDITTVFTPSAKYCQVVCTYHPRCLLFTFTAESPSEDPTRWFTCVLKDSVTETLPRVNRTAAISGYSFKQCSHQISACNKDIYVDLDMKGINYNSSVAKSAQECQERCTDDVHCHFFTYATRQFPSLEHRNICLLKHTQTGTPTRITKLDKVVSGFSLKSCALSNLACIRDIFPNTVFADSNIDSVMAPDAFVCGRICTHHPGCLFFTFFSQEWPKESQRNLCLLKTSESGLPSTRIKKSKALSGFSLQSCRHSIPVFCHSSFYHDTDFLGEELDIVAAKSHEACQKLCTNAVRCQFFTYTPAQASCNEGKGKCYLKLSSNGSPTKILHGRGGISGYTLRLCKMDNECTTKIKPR
Target sequence (P03951 388-625 limits assumed): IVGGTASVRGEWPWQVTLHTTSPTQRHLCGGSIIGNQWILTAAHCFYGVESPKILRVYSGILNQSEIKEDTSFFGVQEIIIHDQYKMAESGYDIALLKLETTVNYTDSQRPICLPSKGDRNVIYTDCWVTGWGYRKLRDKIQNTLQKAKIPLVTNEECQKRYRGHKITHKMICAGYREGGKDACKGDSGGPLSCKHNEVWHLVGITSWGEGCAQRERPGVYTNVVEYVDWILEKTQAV
KCC2 mod = modulators of human KCC2 chloride dependent transport | 190,000 tested, 2.2% active | Q9H2X9 | AID 1456 | KCC2 cells, thallium flux FluoZin-2 fluorescence | B-score of Tl+ flux slope (higher = more flux/activation; lower = inhibition) at 10 µM;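 active = thallium flux slope and its plate-corrected score both differing from the plate sample mean at a set confidence after two filtering rounds, in either direction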;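 also: slope of fluorescence scaled to starting intensity during 10 to 20 s after thallium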
Thrombin inh = inhibitors of human thrombin; inhibition, % at 5 µM; alpha-thrombin, Boc-VPR-AMC fluorogenic substrate cleavage; 220,000 tested, 0.26% active;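 active = inhibition at or above 40%; inactive = inhibition below 40%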;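 also: 0% = enzyme with no compound and 100% = wells without enzyme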
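Material: human alpha-thrombin protein. Incubation: reaction at ambient temperature. Technique: fluorescence of released AMC, ex 355 nm, em 460 nm. Control set: no-compound enzyme wells and no-enzyme blanks. Also added: Boc-VPR-AMC substrate, 15 µM final. Buffer or medium: pH 7.5 Tris (50 mM) with NaCl 150 mM, Tween 20 0.05%.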
KLK5 inh = blocks human kallikrein 5 protease activity. Q9Y337. AID 873. 210,000 tested, 0.59% active. inhibition, % at 5 µM. recombinant hK5, fluorogenic AMC substrate cleavage;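 active = inhibition of 40% or more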;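 also: 0% = enzyme controls without compound and 100% = no-enzyme blanks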
Starred values were filed as active, the others as inactive; x = no result given. Some of the compounds tested; count on the stated rates, not on these rows.

SMILES	Hck Nef HTS	Rad51 HR inh	TNF necrop inh	zVAD death inh	FXIIa inh	FXIa inh	KCC2 mod	Thrombin inh	KLK5 inh
CCN1C(=O)c2cccc3c(S(=O)(=O)NCc4cccnc4)ccc1c23	1	-3	-0.9	-0.9	-6	-36	-1.7	-7	-1
O=C1c2ccccc2N(Cc2ccc(Cl)cc2)C2=NCCN12	2	-29	6.5	0.1	2	0	-0.69	-3	-10
CCCNC(=O)/C=C/c1ccc(S(=O)(=O)Nc2ccccc2OC)cc1	25	-1	0.2	0.5	12	0	-1.6	x	0
CCO[C@H]1OC(C(=O)O)=C[C@@H](C2CCCCC2)[C@@H]1CCCO	11	4	-0.2	1.4	11	1	0.47	-2	1
CN(C)c1nc(-c2ccccc2)c2cnn(Cc3ccccc3)c2n1	8	7	1.6	2.1	4	-1	x	-6	-9
COc1ccc(Cc2n[nH]c(=O)c3ccccc23)cc1OC	-1	6	-1.3	-0.1	-1	-2	-0.24	1	3
CN(C(=O)CSc1nc2ccccc2s1)c1c(N)n(Cc2ccccc2)c(=O)[nH]c1=O	-9	5	1.2	0.0	-7	-5	-0.46	-11	-11
C=CCN(CC=C)S(=O)(=O)c1ccc(C(=O)Nc2sc3c(c2C(N)=O)CCCCC3)cc1	5	x	4.5	1.8	12	7	1.2	0	-17
Cc1cccc(NS(=O)(=O)c2cccc3nonc23)c1	13	-1	9.0	-0.1	0	-2	0.25	x	-4
O=C(NN1C(=O)C2C(c3ccccc3)C=CC(c3ccccc3)C2C1=O)c1ccccc1 (stereo not drawn)	2	x	-0.3	0.8	14	7	0.76	4	-1
O=C(Nc1ccc2c(c1)OCCO2)c1cccc(S(=O)(=O)N2CCOCC2)c1	2	0	-4.5	0.7	-7	-6	x	-8	-4
CCN(CC)C(=O)Oc1ccc2c(=O)c(-c3ccccc3)coc2c1	2	-5	-1.4	0.6	16	5	x	5	0
COc1ccc(/C=N/n2cnc3c([nH]c4ccccc43)c2=O)cc1CO	22	-12	0.9	0.4	9	4	0.013	1	5
CCC1CC(C)(C(=O)Nc2ccc(S(N)(=O)=O)cc2)OC1=O (stereo not drawn)	2	x	0.6	1.8	15	2	0.98	2	-8
CN(C)c1ccc(/C=N/NC(=O)C(O)c2ccc(Br)cc2)cc1 (stereo not drawn)	23	3	-0.2	-0.8	7	-1	-0.5	-5	-4
CC1Cn2c(COc3ccccc3)nnc2S1 (stereo not drawn)	19	3	1.0	0.2	7	0	0.28	-7	-6
COC(=O)c1ccc(/C=N\N2CCN(Cc3ccc(C)cc3)CC2)cc1	0	4	-3.9	-0.1	10	0	x	-2	-7
CC[N+](CC)(CC#Cc1ccccc1)CC#Cc1ccccc1	12	11	0.7	-0.3	2	-3	-0.85	-5	0
c1ccc2c(c1)nc(NCc1ccc3c(c1)OCO3)n2CCN1CCOCC1	4	x	1.6	-0.7	13	2	-0.39	-2	x
Cc1nc(-c2cccc(N)c2)cs1	25	-1	0.3	1.0	7	0	0.12	-4	-4
CC(C)(C)OC(=O)N[C@@H](Cc1ccccc1)c1nnc(S(=O)(=O)Cc2cccc(F)c2)o1	2	-3	-14	0.2	20	13	x	17	0
Cc1ccc(C)c(CN2C(=O)C3(OCCCO3)c3ccccc32)c1	-1	-5	-3.6	-0.2	11	5	1.6	5	-15
O=C1CCN(S(=O)(=O)c2ccccc2)CCN1CCOCc1cccc(F)c1	16	-3	0.9	-0.5	10	0	0.011	1	1
O=S(=O)(c1ccc(Br)s1)N1CCCCC1	-1	4	-1.2	-0.1	26	16	x	17	25
C=CCSc1nc(=O)n2ccc(C)cc2n1	-6	-13	-0.2	0.5	-3	-3	0.79	-14	-6

(listing goes on)
SMILES	Hck Nef HTS	Rad51 HR inh	TNF necrop inh	zVAD death inh	FXIIa inh	FXIa inh	KCC2 mod	Thrombin inh	KLK5 inh
CCN1CCc2c(sc3c2c(NCc2ccco2)nc2nnnn23)C1	7	-4	4.1	-1.2	10	1	-0.48	1	1
O=C(Nc1nncs1)c1cccnc1Cl	1	x	0.7	0.5	-6	-9	0.82	-3	-8
Cc1c(C(=O)N/N=C/c2ccc(-c3ccccc3[N+](=O)[O-])o2)sc(N)c1C#N	6	-16	2.7	14	13	4	-0.79	-4	-5
C#Cc1cccc(NC(=O)C2CCN(C(C)=O)CC2)c1	7	10	0.0	0.4	13	2	1.2	0	x
O=c1[nH]c2ccccc2c2ccccc12	30	17	-0.6	79*	4	-3	-2.2	-4	-3
COc1ccc(/C(N)=N/OC(=O)c2cccs2)cc1	8	16	2.6	0.9	2	-3	0.16	-5	-2
COc1ccc(/C=N/Nc2ncccc2[N+](=O)[O-])c(OC)c1	29	9	-1.7	0.5	9	2	0.029	-6	-10
O=C(NC(=S)Nc1ccc(F)c([N+](=O)[O-])c1)c1ccccc1F	19	15	-0.1	1.0	3	-8	3.6	-3	0
O=CN1CCN(C(=O)c2ccc(-c3nc4ccccc4s3)s2)CC1	10	-4	1.0	4.3	14	6	-1.8	12	-8
COc1ccc(OCC(O)CNC(=O)c2cccs2)cc1 (stereo not drawn)	1	-2	-0.5	-0.2	10	3	0.62	1	2
COCCn1c(SCC(=O)Nc2ccc3c(c2)OCCO3)nc2c(c1=O)SC(C)C2 (stereo not drawn)	-1	-3	0.1	-0.2	22	14	0.4	18	17
CCOC(=O)c1c(NC(=O)Cn2cnc([N+](=O)[O-])n2)sc(C)c1C	29	-23	1.3	2.6	5	-2	1.1	6	-5
Cc1[nH]c2ccccc2c1C(=O)CN1CCC(C)CC1	-1	3	-0.1	0.2	11	21	-1.5	3	4
COc1ccc(C(=O)Oc2cc(/C=N/NS(=O)(=O)c3ccc(C)cc3)ccc2OC)cc1	0	x	0.3	-0.4	-6	-7	1.6	-4	-10
CCCCOc1ccc(C(=O)N/C(=C\c2ccc(OC)cc2)C(=O)OCc2ccco2)cc1	1	x	0.7	-0.2	11	-9	-0.058	-14	-6
CC1(C)Cc2cccc(OCC(=O)O)c2O1	-10	-5	0.6	-0.7	3	5	-0.11	-2	-11
O=c1c2c([N+](=O)[O-])cc([N+](=O)[O-])cc2sn1-c1ccc(Br)cc1	-9	4	-2.9	-0.2	7	8	0.98	-7	-18
COc1cccc(NC(=S)NNC(=O)c2c([N+](=O)[O-])c(C)nn2C)c1	-1	-3	-3.8	0.4	16	-3	-0.83	-10	-154
COc1ccc(C2C(C(=O)Nc3ccccc3)=C(C)Nc3nc(CCCO)nn32)cc1 (stereo not drawn)	1	-4	1.2	1.0	10	-3	0.23	-8	-4
COC(=O)c1ccccc1NC(=O)C1COc2ccccc2O1 (stereo not drawn)	-8	-7	0.2	0.3	3	-6	-1.7	-4	-3
Nc1c(-c2ccccc2)c(CN2CCOCC2)nn1-c1ccc(C(=O)O)cc1	-3	-3	2.1	1.4	-7	-11	1.4	-9	-20
COc1cc(C(N)=O)cc(Br)c1OC	6	-10	1.2	1.1	0	-1	-0.28	-13	-17
COc1ccc(OCCCC(=O)Nc2nnc(C3CCCO3)s2)cc1 (stereo not drawn)	-2	-6	1.2	1.6	14	2	2.3	4	16
COc1cc(/C=N/N(C)C)cc(Br)c1O	17	15	-1.3	0.3	3	-2	0.28	-1	-1
CCOC(=O)c1c(C)[nH]c(C)c1C(=O)CSc1nnc(-c2ccncc2)n1Cc1ccccc1	-2	5	0.5	-0.5	9	-1	-1.1	2	-5

Four compounds already listed, sorted by SMILES length, rising:
SMILES	Hck Nef HTS	Rad51 HR inh	TNF necrop inh	zVAD death inh	FXIIa inh	FXIa inh	KCC2 mod	Thrombin inh	KLK5 inh
COc1ccc(/C=N/Nc2ncccc2[N+](=O)[O-])c(OC)c1	29	9	-1.7	0.5	9	2	0.029	-6	-10
COCCn1c(SCC(=O)Nc2ccc3c(c2)OCCO3)nc2c(c1=O)SC(C)C2 (stereo not drawn)	-1	-3	0.1	-0.2	22	14	0.4	18	17
COc1ccc(C2C(C(=O)Nc3ccccc3)=C(C)Nc3nc(CCCO)nn32)cc1 (stereo not drawn)	1	-4	1.2	1.0	10	-3	0.23	-8	-4
O=c1c2c([N+](=O)[O-])cc([N+](=O)[O-])cc2sn1-c1ccc(Br)cc1	-9	4	-2.9	-0.2	7	8	0.98	-7	-18

Further compounds follow.
SMILES	Hck Nef HTS	Rad51 HR inh	TNF necrop inh	zVAD death inh	FXIIa inh	FXIa inh	KCC2 mod	Thrombin inh	KLK5 inh
C=CC[n+]1c(-c2ccc(C)cc2)csc1NNC(=O)Nc1ccccc1	2	7	-4.2	-0.2	14	-9	-1.6	-3	2
c1cn(CCCNC2=NCCCCC2)cn1	1	-1	-2.4	-0.1	20	20	0.55	-1	-14
CC(NC(=O)COC(=O)/C=C/c1ccco1)c1ccccc1 (stereo not drawn)	4	0	5.2	0.3	12	4	-0.094	0	4
c1ccc(-c2ccc(-n3ccnc3)cc2)cc1	3	7	-1.6	-0.2	13	3	x	-3	-14
O=C(c1ccc(Cl)cc1)c1nnc(-c2ccncc2)o1	0	-4	-11	-1.0	5	-5	1.2	-3	-23
CCOC(=O)c1c(C)[nH]c(C)c1C(=O)CN1C(=O)NC(CC(C)C)C1=O (stereo not drawn)	-2	-2	-2.1	0.0	10	2	1.4	0	-7
CC(C)(C)c1ccc(-c2nnc(SCC(=O)Nc3sc4c(c3C#N)CCCC4)o2)cc1	6	7	2.3	1.0	12	11	0.15	0	-17
CC(NCc1ccc(S(N)(=O)=O)cc1)C(=O)N1CCc2ccccc21 (stereo not drawn)	11	-4	-1.4	0.6	15	1	-0.73	5	1
COc1cccc(-c2csc(N3CCN(CC(=O)NNC(=O)c4ccc(Br)cc4)CC3)n2)c1	0	-3	-1.1	0.0	0	-7	x	-1	-16
O=C(CC(c1ccccc1)c1ccccc1)NCc1cccnc1	15	-3	-1.3	-0.6	7	5	0.052	1	-9
CC(C)Sc1nc2c(c(=O)n1C)SC(C)C2 (stereo not drawn)	-4	3	-0.7	0.8	16	5	-0.89	1	-2
O=C(CSc1ccc2ccccc2c1)Nc1ncccn1	0	-1	1.4	0.8	8	2	0.26	-3	-7
O=C(Nc1c(-c2ccccc2)nc2ccccn12)c1cccs1	1	-5	1.7	-0.2	8	2	1.3	-8	-15
O=C(C1CCN(S(=O)(=O)c2cccc3cccnc23)CC1)N1CCc2ccccc21	3	-1	-2.7	1.2	-2	-11	x	-9	-16
CCOc1cc(/C=N/O)cc(Br)c1OCc1ccc(Cl)cc1	0	2	-7.5	0.2	8	3	x	-8	-5
CCCn1c(=N)n(CC(O)COc2cccc(C)c2)c2ccccc21 (stereo not drawn)	1	7	2.2	4.3	15	3	x	2	3
COc1cc(OC)cc(C(=O)Nn2cnnc2)c1	18	4	1.1	0.7	2	-2	0.0088	-5	1
CCN(CC)S(=O)(=O)c1ccc2oc(SCc3ccc(F)cc3)nc2c1	0	-21	0.0	0.2	13	8	0.54	0	7
O=S(=O)(c1ccc(F)cc1)c1nc(-c2ccco2)oc1Nc1ccc(F)cc1	1	5	2.7	0.2	-2	0	0.61	-9	3
O=C(Nc1ccc(F)cc1F)c1cncc(Br)c1	10	6	0.8	1.2	0	-3	0.37	0	-11
CCn1cc(C(=O)OCC(=O)Nc2cccc(S(=O)(=O)N3CCOCC3)c2)c(=O)c2ccc(C)nc21	9	0	-3.8	-0.3	0	-3	0.29	-6	-23
COC(=O)Cn1c(CCS(=O)(=O)c2ccc(C)cc2)nc2ccccc21	2	3	0.8	-0.2	14	12	0.34	3	-19
